# TRHR enhancer: allosterically enhances the human TRH receptor; P34981; TRHR cells, fluo-8 calcium fluorescence, EC20 TRH enhancement; enhancement, % at 2 µM; hit rate 0.66% among 360,000; AID 493056; in the data active = enhancement above about 30%; also: 0% is about no effect
# Target sequence (P34981 whole entry, looked up): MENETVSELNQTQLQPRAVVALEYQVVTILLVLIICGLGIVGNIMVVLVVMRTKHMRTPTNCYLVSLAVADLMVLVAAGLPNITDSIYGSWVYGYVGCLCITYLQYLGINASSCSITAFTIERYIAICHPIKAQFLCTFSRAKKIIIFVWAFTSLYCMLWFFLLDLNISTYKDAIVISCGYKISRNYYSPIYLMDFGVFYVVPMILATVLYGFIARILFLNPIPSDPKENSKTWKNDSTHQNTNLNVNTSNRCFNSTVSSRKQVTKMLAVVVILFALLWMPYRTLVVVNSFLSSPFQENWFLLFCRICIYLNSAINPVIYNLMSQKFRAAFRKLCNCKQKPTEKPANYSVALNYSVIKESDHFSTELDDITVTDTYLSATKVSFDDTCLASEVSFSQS
#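 TRHR-expressing cells loaded with fluo-8 calcium dye were read kinetically (ex 480/em 530) during compound addition, then stimulated with an EC20 of TRH (10 nM final). Enhancement of the Gq-mediated intracellular calcium response was scored.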
# RXFP1 antag: RXFP1 (human) relaxin receptor antagonism | HEK293-RXFP1, relaxin-stimulated cAMP HTRF, 30 min; hits give low values | activity change, negative = inhibition, % at 57.5 µM | hit rate 0.59% among 350,000 | AID 1259400;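 active = activity change of -60% or lower, but not beyond a set lower limit; inconclusive = change between -60% and -40%, or beyond the set limit; inactive = change above -40%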; also: % is scaled to controls: 0 for no effect and ±100 for the full control effect
# D2 antagonist: antagonizes the human D2 dopamine receptor; hit rate 2% among 340,000; P14416; HEK293 TREx D2 cells, calcium flux, dopamine EC80; inhibition, % at 10 µM; in the data active = inhibition above about 30%; also: 0% is about no effect
#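 Calcium flux kinetic readout in an inducible HEK293 TREx D2 line plated overnight at 30 C. After 180 s compound exposure, an EC80 dopamine challenge follows with another 180 s kinetic read to detect antagonism.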
# TRHR agonist: agonists of human TRH receptor | activation, % at 2 µM | hit rate 0.18% among 360,000 | P34981 | TRHR cells, calcium flux fluo-8, FDSS agonist mode | AID 493084; also: 0% is about no effect
#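 TRHR-expressing cells loaded with fluo-8 calcium dye; 23 nL library compound pin-transferred, kinetic FDSS fluorescence (Ex 480/Em 530) recorded about 180 s for agonist-induced calcium release, before a 10 nM TRH EC20 addition for potentiator mode.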
# D2 PAM: positive allosteric modulators of human D2 dopamine receptor; P14416; HEK293 T-REx D2, calcium flux, EC20 dopamine potentiation; potentiation, % at 10 µM; hit rate 0.34% among 340,000; AID 485347;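 active = potentiation over 3 SD above the plate norm, cut at about 30% in these data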; also: 0% is about no effect
#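 Calcium flux readout, no-wash dye, 1 read/s. Inducible HEK293 Trex D2 line, overnight 30 C. Compound alone 180 s (agonist flags), then EC20 dopamine, another 180 s to score potentiation.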
# D1 antag: antagonists of human D1 dopamine receptor; HEK293 TREx D1 cells, calcium flux, dopamine EC80; hits give low values; activity change, negative = inhibition, % at 10 µM; hit rate 3.2% among 360,000; in the data active = activity change below about -30%; also: % is scaled to controls: 0 for no effect and ±100 for the full control effect
# Target sequence (P21728 whole entry, looked up): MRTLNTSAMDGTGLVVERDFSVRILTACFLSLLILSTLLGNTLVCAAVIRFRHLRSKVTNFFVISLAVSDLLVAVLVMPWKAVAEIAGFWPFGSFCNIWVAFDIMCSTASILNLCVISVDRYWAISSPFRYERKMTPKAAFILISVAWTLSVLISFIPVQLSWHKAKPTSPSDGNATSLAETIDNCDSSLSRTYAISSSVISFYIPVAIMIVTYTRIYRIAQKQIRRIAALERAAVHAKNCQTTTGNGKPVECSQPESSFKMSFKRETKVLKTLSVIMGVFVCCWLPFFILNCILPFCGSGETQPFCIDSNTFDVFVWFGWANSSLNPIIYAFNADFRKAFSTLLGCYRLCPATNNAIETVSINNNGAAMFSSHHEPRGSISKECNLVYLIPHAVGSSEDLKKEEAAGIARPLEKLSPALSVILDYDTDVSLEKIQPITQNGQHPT
#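 HEK293 T-REx cells expressing inducible, force-coupled D1 receptor; no-wash Ca dye, 30–90 min RT. Cmpd → 180 s read at 1 Hz → EC80 DA → 180 s read.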
# D2 ag: activates the human D2 dopamine receptor. P14416. HEK293 T-REx D2 cells, calcium flux agonist mode. activation, % at 2 µM. hit rate 0.53% among 340,000;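 active = activation over 3 SD above normal in the single-dose calcium agonist read, cut at about 30% in these data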; also: 0% is about no effect
#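 Tetracycline-induced HEK293 T-REx cells with force-coupled D2 receptor, plated overnight at 30 C, loaded with no-wash calcium dye. After a 10 s baseline, compound was pin-added and calcium flux read kinetically for 180 s; calcium rises flagged agonists.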
# D1 potentiator: potentiators of human D1 dopamine receptor; HEK293 TREx D1 cells, calcium flux, dopamine EC20 potentiation; potentiation, % at 10 µM; hit rate 0.036% among 360,000; P21728; in the data active = potentiation above about 30%; also: 0% is about no effect
# D1 agonist: activates the human D1 dopamine receptor | P21728 | HEK293 T-REx D1 cells, calcium flux, agonist mode | activation, % at 2 µM | hit rate 1% among 360,000 | AID 504660; also: 0% is about no effect
#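 Agonism was scored from calcium flux recorded over 180 s (1 read/s) after pintool compound addition, following a 10-cycle baseline. Cells were inducible force-coupled HEK293 TREx D1, plated overnight at 30 C and loaded with no-wash calcium dye.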
# Active calls of the source: *; ? = inconclusive; nt = no result given. Rule as the data show it, unless noted: active = activation above about 30%; inactive = the rest.
SMILES	TRHR agonist	D1 agonist	D2 PAM	RXFP1 antag	D1 potentiator	D2 ag	D1 antag	D2 antagonist	TRHR enhancer
Cc1nn(-c2ccccc2)c2sc(C(=O)Nc3ccccc3Br)cc12	-0.3	8	nt	nt	-5	0.6	19	nt	3
COc1cc(NC(=O)C2CCC(CNS(=O)(=O)c3csc(C(N)=O)c3)CC2)cc(OC)c1 (stereo not drawn)	0.4	1	-6	8	1	-0.5	18	11	-4
COc1ccc2cc1Oc1ccc(cc1)C[C@H]1c3cc(c(OC)cc3CCN1C)Oc1c(OC)c(OC)cc3c1[C@@H](C2)N(C)CC3	0.0	-1	2	nt	-3	-0.7	14	2	24
CC(=O)c1ccc(OCCCC(=O)NCc2nnc3ccccn23)cc1	0.7	3	-4	0	-15	1.1	-17	4	0
CC(=O)c1ccc(N2CCN(C(=O)/C=C/c3ccc4ccccc4n3)CC2)cc1	-1.3	1	-1	-2	-10	-0.4	7	6	-6
CCC(C)(C)NC(=O)C(c1ccc(C)cc1)N(Cc1ccco1)C(=O)Cn1nnc2ccccc21 (stereo not drawn)	-1.5	-1	-7	-26	-3	0.8	5	-16	-2
Cc1ccc(-c2noc(CNc3ccccc3)n2)cc1	0.3	0	-6	-8	-11	-0.2	-1	-15	0
O=C(c1c[nH]c2ccccc2c1=O)N1CCCCCC1	0.2	4	3	1	12	0.0	0	-3	5
Cc1ccc(NC(=O)CN2C(=O)C(c3ccc(F)cc3)=NC23CCCCCC3)c(C)c1	-1.4	7	14	-20	-4	-0.9	2	nt	-2
O=C(N1CCN(c2ccccn2)CC1)N1c2ccccc2Sc2ccccc21	-0.4	2	27	-23	1	0.6	4	10	-8
Cc1cc(C)c(NC(=O)CSc2nnc(CNC(=O)c3ccco3)o2)c(C)c1	-2.8	3	-2	-8	2	-0.7	2	4	-3
COc1ccc(CCN(/C=C2\Sc3ccccc3C2=O)C(C)=O)cc1OC	1.0	3	-2	?	0	0.4	-11	-19	12
CC1=CC2=NC(=O)CC(C)(C(=O)N(CC(=O)NC3CCCC3)c3ccccc3F)N2C=C1 (stereo not drawn)	1.1	0	3	-7	-7	0.9	6	-30	-5
O=C(Nc1ccc2cn[nH]c2c1)c1ccc(S(=O)(=O)N2CCOCC2)cc1	1.0	0	4	-19	-1	-0.3	-11	30*	-4
Cc1ccc(Cl)cc1N1CCN(S(=O)(=O)c2cn(C)c(C)n2)CC1	0.1	1	-1	nt	1	0.7	7	nt	1
CC[N+](CC)(CC)CCCCOc1ccc2c(c1)C(=O)c1cc(OCCCC[N+](CC)(CC)CC)ccc1-2	-0.2	2	-3	-10	-2	-0.3	13	7	-1
COc1cc(C(=O)N(Cc2cccnc2)Cc2cc3cc4c(cc3[nH]c2=O)OCCO4)cc(OC)c1OC	-0.6	0	7	-13	-2	0.0	9	37*	1
Cc1ccccc1CNC(=O)Cn1cc2c(n1)-c1c(oc(C(=O)N3CCCC3)c1C)CC2	-0.6	0	1	12	-3	0.6	-2	nt	1
COCCn1c(-c2ccccc2)csc1=Nc1cccnc1	-0.8	21	-2	-7	-8	-0.5	-17	2	7
Cc1ccc(C)c(-n2ccnc2SCC(=O)O)c1	0.6	2	-1	-6	-6	0.6	11	3	-3
CC(C)c1ccc(NC(=O)CSc2n[nH]c(=O)n2-c2cccnc2)cc1	1.2	0	5	7	-8	0.1	2	31*	-16
CC(C)Oc1ccc(C(=O)OCC(=O)NCCNC(=O)COC(=O)c2ccc(OC(C)C)cc2)cc1	5.4	1	12	-3	-3	-0.3	-15	1	-3
COc1ccc(C(=O)NNC(=O)CN2CCC(n3nnc4cc(C)ccc43)CC2)cc1	-0.5	1	0	-8	-6	-1.4	-17	0	5
O=C(N/N=C/c1ccc(O)cc1)c1cc(-c2ccccc2)nc2ccccc12	-0.2	1	nt	-8	-3	nt	5	nt	13
CCOC(=O)c1ccc(Cl)c(NC(=O)c2ccc(-c3ccccc3)cc2)c1	1.0	3	16	-20	-6	0.2	-15	-25	8
CCN(C1CCCCC1)S(=O)(=O)c1cc(C)ccc1OC	-0.3	-1	6	-3	-1	0.0	-5	20	-5
Clc1cccc(-n2ncc3c(NCCCN4CCOCC4)ncnc32)c1	-0.2	1	-6	-8	3	-0.6	-77*	nt	1
O=C(Cc1ccccc1)NCC1OCCc2ccccc21 (stereo not drawn)	-1.0	0	6	-2	4	-0.5	-5	13	-2
Cc1ccsc1/C=N/Nc1ccc(F)cc1F	0.6	1	4	-14	3	-1.7	-2	-10	-2
CCc1[nH]nc2c1C1(CCN(C(=O)OCc3ccccc3)CC1)C(C#N)=C(N)O2	-0.1	0	16	-4	3	0.3	5	-31	-4

# Part of the list above in another layout:
> O=C(Nc1ccc2cn[nH]c2c1)c1ccc(S(=O)(=O)N2CCOCC2)cc1
  TRHR agonist = 1.0; D1 agonist = 0; D2 PAM = 4; RXFP1 antag = -19; D1 potentiator = -1; D2 ag = -0.3; D1 antag = -11; D2 antagonist = 30*; TRHR enhancer = -4

> Cc1ccc(Cl)cc1N1CCN(S(=O)(=O)c2cn(C)c(C)n2)CC1
  TRHR agonist = 0.1; D1 agonist = 1; D2 PAM = -1; RXFP1 antag = nt; D1 potentiator = 1; D2 ag = 0.7; D1 antag = 7; D2 antagonist = nt; TRHR enhancer = 1

> CC[N+](CC)(CC)CCCCOc1ccc2c(c1)C(=O)c1cc(OCCCC[N+](CC)(CC)CC)ccc1-2
  TRHR agonist = -0.2; D1 agonist = 2; D2 PAM = -3; RXFP1 antag = -10; D1 potentiator = -2; D2 ag = -0.3; D1 antag = 13; D2 antagonist = 7; TRHR enhancer = -1

> COc1cc(C(=O)N(Cc2cccnc2)Cc2cc3cc4c(cc3[nH]c2=O)OCCO4)cc(OC)c1OC
  TRHR agonist = -0.6; D1 agonist = 0; D2 PAM = 7; RXFP1 antag = -13; D1 potentiator = -2; D2 ag = 0.0; D1 antag = 9; D2 antagonist = 37*; TRHR enhancer = 1

# The list continues.
SMILES	TRHR agonist	D1 agonist	D2 PAM	RXFP1 antag	D1 potentiator	D2 ag	D1 antag	D2 antagonist	TRHR enhancer
O=C(NC1CCCCC1)C(c1ccc(F)cc1)N(C(=O)c1csnn1)C1CCCC1 (stereo not drawn)	2.9	19	-4	-10	nt	4.2	12	-8	-3
O=C(Nc1nnc(CCc2ccccc2)s1)c1ccccc1F	0.5	0	-7	-5	-3	-0.8	-4	-8	-6
CCc1noc(C)c1C(=O)OCC(=O)Nc1ccc(F)cc1Cl	2.3	2	-1	13	1	0.3	20	11	3
N#Cc1c(/N=C/c2cccs2)sc2c1CCC2	-0.7	1	5	-1	-3	-0.2	-8	5	1
O=C(N/N=C/C=C/c1ccc(Br)cc1)C(O)c1ccccc1 (stereo not drawn)	0.2	1	-3	-4	-1	-0.4	-6	4	-2
CC(C)Sc1nc2sccc2c(=O)n1-c1ccccc1	-1.6	5	-4	-37	-2	-2.1	17	7	-4
COc1ccc(NCc2nnc(SCC(=O)NNC(=O)c3ccc(C)cc3)n2C)cc1	1.4	2	0	9	1	1.9	7	-17	-6
COc1ccc(CN(C)CC(=O)Nc2cc(OC)c([N+](=O)[O-])cc2C)c(OC)c1	-1.2	2	-8	-15	-11	-0.4	-25	1	-3
Cc1ccc(-c2cc(C(F)(F)F)n3ncc(C(=O)O)c3n2)cc1	0.2	1	1	5	-4	0.4	-1	12	-12
CCCCC(=O)Nc1ccc(NC(=O)CCCC)nc1	-0.6	2	0	-1	2	-2.3	1	0	-3
O=C(COc1cc2oc(=O)c3c(c2cc1Cl)CCC3)NCc1ccccn1	0.8	3	13	14	-5	0.4	8	-7	-1
C#CCOCCOCCOCCNc1nc(N2CCN(C(=O)[C@H]([C@@H](C)CC)n3cc([C@@H](N)Cc4ccc(O)cc4)nn3)CC2)nc(N2CCN(C(=O)[C@H](CCCCN)n3cc([C@@H](N)CO)nn3)CC2)n1	-0.6	0	-8	nt	-3	-0.3	-9	-7	1
CC(C)c1cc(C(=O)N/N=C/c2cccnc2)n[nH]1	-2.5	2	-5	-3	-2	-1.5	-8	-5	10
Cc1ccc(C)c(NC(=O)CSc2nnc(-c3ccncc3)n2N)c1	0.6	1	6	8	-3	-0.1	1	-15	10
NC(=O)Cc1cn(-c2ncc(C(F)(F)F)cc2Cl)c2ccccc12	0.5	-2	-4	3	-5	0.0	16	-7	-4
CN1CCN(NC(=O)c2ccc(Br)c(S(=O)(=O)N3CCOCC3)c2)CC1	0.7	1	10	10	-2	2.3	-7	6	8
COc1ccccc1OCCNC(=O)CN(c1cccc(C)c1)S(=O)(=O)c1ccccc1	-0.4	10	7	3	-5	1.3	-12	-3	-4
Cc1cc(OCC(=O)NCCN2CCOCC2)ccc1Br	-0.1	3	2	1	-1	-1.0	2	-14	1
CN(CC(=O)NC1CCCc2ccccc21)C1CCCCC1 (stereo not drawn)	-0.2	2	-17	-6	-2	1.5	-2	5	-3
CCOc1ccc(C(=O)Nc2c3c(nn2C(C)(C)C)CSC3)cc1OCC	0.6	0	-7	17	-11	-0.2	2	30*	-4
CC1(c2ccccc2)NC(=O)N(CC(=O)Nc2nc(-c3ccccn3)cs2)C1=O (stereo not drawn)	1.0	2	-1	-9	-2	0.2	-6	-4	1
CSCCC(NC(=O)COc1ccccc1)C(=O)N1CCCCCC1 (stereo not drawn)	0.4	-1	-3	1	-5	-0.3	-1	-5	1
COC(=O)CC1SC(=O)NC1=Nc1ccc(O)cc1 (stereo not drawn)	-0.5	-2	7	9	6	-0.5	-6	-7	2
COc1cc(C(=O)Nc2c(C(=O)O)[nH]c3ccccc23)cc(OC)c1OC	-0.6	2	1	4	-5	-0.6	-11	20	11
Cc1cc2oc(=O)c(CC(=O)NCCCO)c(C)c2c2occ(C(C)(C)C)c12	0.3	3	-3	1	-6	-1.5	-10	1	-2
O=C(NCc1cccnc1)c1sc2cc(Cl)ccc2c1Cl	-0.5	4	-5	9	-9	-0.4	-18	0	-5
Cn1nnnc1CCOCCc1nnnn1C	0.4	3	-2	-4	-1	-0.6	1	-6	4
CCCCOc1ccc(C(=O)N/N=C/c2cn[nH]c2-c2ccc(OC)c(OC)c2)cc1	-0.4	8	0	-14	-4	-0.7	17	-3	9
O=C(NCc1cccc(Br)c1)C1CCN(C(=O)c2sccc2-n2cccc2)CC1	-0.3	5	-5	-15	-5	0.4	-13	nt	-6
CC(=O)c1ccccc1N(C(=O)c1ccco1)C(C(=O)NC1CCCC1)c1ccc(C)cc1 (stereo not drawn)	0.7	-3	13	-3	10	0.4	-1	-15	7
N#CC(C#N)=C1C(=O)N(CCN2CCOCC2)c2ccccc21	0.8	1	-7	-12	3	0.2	-10	8	15
O=C(c1ccc([N+](=O)[O-])cc1)N1CCN=C1SCc1ccccc1	-0.6	2	-7	-5	-2	-0.5	-25	3	-6
CC1CCCCN1C(=O)c1cc(S(=O)(=O)N2CCCCC2)c[nH]1 (stereo not drawn)	-0.1	2	6	nt	0	-0.7	-3	-8	1
CCCn1c(CN2CCCCC2CC)nc2c1c(=O)n(C)c(=O)n2C (stereo not drawn)	0.2	2	4	1	-6	0.3	15	1	14
CCc1cccc(CC)c1NC(=S)/C(=C(\[O-])c1ccc(Cl)s1)[n+]1ccccc1	-0.3	3	7	2	-1	0.5	-3	7	1

# Compound activity deposited in PubChem by National Center for Advancing Translational Sciences (NCATS).
